HepG2 tox = kills HepG2 cells in TGF-b inhibitor counter-screen; HepG2 CAGA-GFP viability, ATP luminescence, 18 h; Potency, µM (doses to about 46.1 µM), for the others: at the top dose activity change, negative = cytotoxicity, hits mostly cytotoxic; 410,000 tested, 0.76% active; further: potency means the concentration at half of the fitted maximal effect; some results filed as inactive show a strong effect at the top dose
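HepG2 CAGA-GFP cells (1000/well, DMEM with 1% FBS) received compound, then TGF-beta at 500 pg/mL final, and were incubated 18 hours at 37 degrees C. Viability was read by CellTiter-Glo luminescence. Media-only wells were set as complete cell-killing and DMSO as no toxicity.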
CCT modulator = modulators of cytosolic chaperonin (CCT/TRiC) activity | activity change, % (concentration not given with the values), hits read low | AID 651819 | purified chaperonin ATPase assay, HTRF ADP detection, 30 min | 360,000 tested, 0.3% active; in the data active means activity change below about -30%; further: on the % scale 0 is the no-effect control and ±100 the full control effect
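ATPase activity: ADP formed was measured by HTRF Transcreener (665/615 nm ratio) after 30 min at 37 deg C with 10 uM ATP. Compounds screened at one 76 uM concentration against 40 or 20 nM TRiC in Tris pH 7.4/KCl/MgCl2/DTT buffer.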
A549 tox = kills or reduces viability of A549 cells in Nrf2 counter-screen; AID 504648; Potency, µM (top dose mostly 46 µM), for the others: at the top dose activity change, negative = cytotoxicity, most hits filed as inhibitors; A549 ARE-Fluc cells, CellTiter-Fluor viability, 18-24 h; 390,000 tested, 0.16% active; further: potency means the concentration at half of the fitted maximal effect; on the % scale 0 is the no-effect control and ±100 the full control effect
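A549 ARE_Fluc cells in 5% FBS OPTI-MEM were exposed to compounds in concentration-response for 18-24 h at 37 deg C. Viability was read by CellTiter-Fluor fluorescence (Ex 405/Em 525) after 30 min, before the luciferase read.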
Nrf2 block = Nrf2 pathway inhibition | AID 504444 | A549 ARE-Fluc reporter, luciferase luminescence, 18-24 h | 360,000 tested, 2.1% active | Potency, µM (highest dose often 46 µM), for inactives: at the top dose activity change, negative = inhibition, actives largely listed as inhibitors; further: potency means the concentration at half of the fitted maximal effect; on the % scale 0 is the no-effect control and ±100 the full control effect; nearly all actives have a fitted effect of over 60% in size
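Two sequential reads on A549 ARE_Fluc cells exposed to compound for 18-24 h: a CellTiter-Fluor fluorescence read for viability, then a luciferase luminescence read for Nrf2/ARE activity.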
MmCpn inh = blocks the Methanococcus maripaludis chaperonin Mm-Cpn; purified Mm-Cpn ATPase, ADP Transcreener TR-FRET; Potency, µM (top dose mostly 76.9 µM), without a hit: at the highest dose activity, negative = inhibition, most hits filed as inhibitors; 330,000 tested, 0.031% active; further: potency means the concentration at half of the fitted maximal effect; on the % scale 0 is the no-effect control and ±100 the full control effect; nearly all actives have a fitted effect of over 80% in size
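Measured: ADP formation by purified Mm-CPN. Conditions: 25 nM protein, 10 uM ATP, Tris pH 7.4 with Mg2+, K+ and DTT, 37°C for 30 min. Detection: Transcreener HTRF after 30 min at room temperature.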
pAkt inh = inhibitors of Akt phosphorylation; Neuro2A IGF-stimulated pAkt S473 HTRF, 20 min; stronger effect = lower value; activity change, % for hits at 50 µM; 360,000 tested, 0.32% active; AID 651550; in the data active means activity change below about -80%; inconclusive means mostly about -51% to -80%; further: on the % scale 0 is the no-effect control and ±100 the full control effect
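Single-point screen (50 µM final compound) in Neuro2A cells stimulated 20 min with 6 nM IGF at 37 deg C. After lysis, Ser473-phosphorylated Akt read by HTRF (ex 330 nm, em 615/665 nm) as the 665/615 ratio.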
Nrf2 activator = activates Nrf2 signaling. AREc32 ARE-luciferase reporter (MCF7-derived line), luminescence, 24 h. Potency, µM (titrated, usually from 46.1 µM), inactives show top-dose activation, actives largely listed as activators. 410,000 tested, 0.31% active; further: potency means the concentration at half of the fitted maximal effect; % of control where 0% means no effect; nearly all actives have a fitted effect of over 65% in size
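Cells of the AREc32 ARE-luciferase line are plated in OPTI-MEM containing 5% FBS and left overnight at 37 deg C. Compounds are pinned in, incubation continues 24 hr, and firefly luciferase signal is then measured.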
Abeta yeast res = restores growth of yeast expressing A-beta42 peptide | 410,000 tested, 0.063% active | AID 1347071 | yeast expressing A-beta42, growth rescue, OD600, 48 h; response scale: 0% DMSO, 100% iron-clioquinol control | Potency, µM (series often up to 46.1 µM), for the others: at the top dose growth rescue, usual class: activators; further: potency means the concentration at half of the fitted maximal effect; nearly all actives have a fitted effect of over 55% in size
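Yeast growth medium received pinned compounds, then yeast cells expressing toxic A-beta were added; plates incubated at 30 C for 48 hr. Growth read as absorbance at 600 nm, normalized to DMSO and equimolar FeCl3 plus clioquinol controls.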
TGFb inhibitor = TGF-b pathway inhibition | HepG2 CAGA-GFP TGF-b/SMAD3 reporter, GFP fluorescence, 18 h; TGF-beta stimulated, 500 pg/mL final | AID 588855 | Potency, µM (series often up to 46.1 µM), inactives show at the highest dose activity, negative = inhibition, most hits filed as inhibitors | 410,000 tested, 1.2% active; further: potency means the concentration at half of the fitted maximal effect; on the % scale 0 is the no-effect control and ±100 the full control effect; nearly all actives have a fitted effect of over 65% in size
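Smad-responsive CAGA-GFP expression was quantified in HEPG2 cells exposed to compounds and 500 pg/mL final TGF-beta for 18 h at 37 degrees C; unstimulated wells defined full inhibition.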
Starred values were filed as active, the others as inactive; i = inactive; u = inconclusive; x = no result given; [ ] = another dose, or the depositor's remark. Unless noted, the call rests on the fitted dose curve; in most records, active means well fitted curve in the direction sought with a large enough effect; inconclusive means small, poorly fitted or top-dose-only effect, or another doubt; inactive means no such curve, though single readings can be large; an effect the other way counts as inactive or inconclusive.

Each structure is followed by: Nrf2 activator | Nrf2 block | TGFb inhibitor | MmCpn inh | A549 tox | pAkt inh | Abeta yeast res | HepG2 tox | CCT modulator
Cn1c2c(c(=O)n(C)c1=O)C(NC(=O)C(C)(C)C)(C(F)(F)F)C(=O)N2 (stereo not given)
    -0.2% | 2% | u | 0% | -6% | i | 11% | 0% | 1.3
CCC(C)NC(=O)COC(=O)c1cccnc1Nc1ccccc1F (stereo not given)
    0.2% | 15% | -4% | 3% | -2% | i | -2% | -2% | -2.2
C(=N\c1nc2ccccc2n1CCN1CCOCC1)/c1cccs1
    0.4% | 2% | -3% | 0% | -3% | i | 14% | -2% | -1.9
COc1ccc(OCCNS(=O)(=O)c2ccc3oc4ccccc4c3c2)cc1
    0.4% | u | -14% | 0% | -9% | i | 19% | -42% | -1.1
COc1ccc(Cl)cc1NC(=O)c1noc2c1CCCC2
    u | 2% | 10% | -2% | 15% | i | -2% | -9% | -2.3
CCCCn1c(N)c(N(CC(C)C)C(=O)CSCc2ccc(Cl)c(Cl)c2)c(=O)[nH]c1=O
    0.1% | u | -29% | -2% | -12% | i | -7% | -12% | 0.4
CSc1nsc(SC)c1-c1ccc(Cl)cc1
    0.2% | x | -6% | x | x | i | 7% | -28% | 0.9
CC1(C)CC(=O)C2=C(C1)NC(=O)NC2c1ccccc1 (stereo not given)
    -0.7% | -19% | -10% | 0% | 4% | i | -27% | -24% | 1.3
CCN(CC)c1ccc(C=C2C(=O)OC3(CCCC3)OC2=O)cc1
    1.2% | 3% | -15% | -1% | 1% | i | 1% | 4% | -4.1
CCOC(=O)/C(=C/c1ccco1)NC(=O)c1ccc(Br)o1
    17% | 11% | -4% | 0% | -8% | i | -9% | 17% | 1.9
CCn1cc2c(n1)-c1c(oc(C(=O)Nc3cccc(C)c3C)c1C)CC2
    4.0% | u | -1% | x | 14% | x | -21% | -26% | x
CCOC(=O)C1=C(C)NC(=O)NC1c1ccc2c(c1)OCO2 (stereo not given)
    -0.3% | -4% | -2% | 0% | 4% | i | u | 4% | 2.4
O=C(COc1ccccc1[N+](=O)[O-])N/N=C/c1ccccn1
    11µM* | 4% | -4% | -1% | -8% | i | 8% | -23% | -1.7
CC(Oc1ccc(F)cc1)C(=O)Nc1nc(-c2ccccn2)cs1 (stereo not given)
    9.0% | 21µM* | u | 1% | u | i | -68%[inhibitor] | 10% | -2.0
Cc1cc(C)cc(NC(=O)C2CC(=O)n3ncnc3N2)c1 (stereo not given)
    -0.6% | 0% | 2% | 1% | -4% | i | 7% | 11% | 2.7
S=C(Nc1ccc(Oc2ccccc2)cc1)NC1CCCCCC1
    3.4% | u | u | 2% | -7% | i | 3% | 3% | 1.6
CC1CC(OC(=O)C2CCN(S(=O)(=O)c3ccc(F)cc3)CC2)C(=O)O1 (stereo not given)
    -0.9% | -2% | -5% | 2% | -3% | i | -10% | -5% | 0.7
CCOc1ccc(-n2nc3cc(C)c(NC(=O)c4cc(OCC)c(OCC)c(OCC)c4)cc3n2)cc1
    0.2% | 11% | 8% | x | -2% | x | -3% | 13% | x
Nn1c(Cc2cccc3ccccc23)nnc1SCc1ccc(Cl)c(Cl)c1
    0.7% | 7% | u | -16% | 4% | i | 9% | 4% | 2.9
O=S1(=O)CC(N2CCCC2)CN1Cc1ccc(F)cc1 (stereo not given)
    -1.1% | x | -3% | x | x | i | -1% | 17% | 0.4
O=C(Nc1cccc(C(F)(F)F)c1)C1Cc2c(-c3cccc(F)c3)ccnc2O1 (stereo not given)
    3.8%[9.22 µM] | x | u | x | x | i | 11% | -19% | -1.5
CNC(=O)Cn1ncc2c(C)n(Cc3ccc(C)cc3)c(C)c2c1=O
    -0.3% | -3% | 6% | 0% | -3% | i | 5% | -21% | -3.3
COc1ccccc1N(C)S(=O)(=O)c1ccc(C(=O)OCC(=O)NCc2ccco2)cc1
    5.5% | 0% | 2% | 0% | -13% | i | 21% | -4% | 1.0
COc1cc2c(cc1OC)/C(=C/C(=O)c1ccc(NC(C)=O)cc1)NCC2
    4.1% | -16% | 15% | 3% | u | i | 3% | -15% | -2.4
O=c1c2ccccc2sc2nc(C3CCCCC3)n(Cc3ccco3)c(=O)c12
    5.0% | 0% | 0% | -14% | -1% | i | -56%[inhibitor] | -1% | -0.5
O=C(Nc1nccs1)c1ccc(N2C(=O)C3CCCCC3C2=O)cc1 (stereo not given)
    0.3% | 6% | u | -3% | -4% | i | -4% | -1% | -0.2
CCN(C(=O)Cn1nc(Cc2ccncc2)c2ccccc2c1=O)c1cccc(Cl)c1
    3.2% | -25% | u | x | 3% | x | -1% | -35% | x
CC(C)(C)c1cc(CN(CCO)CCO)cc(C(C)(C)C)c1O
    2.8% | x | -7% | -2% | 0% | x | 3% | -23% | -6.8
Cc1oc(-c2ccc(Cl)cc2)nc1CS(=O)CC(=O)N1CCN(c2cccc(C(F)(F)F)c2)CC1 (stereo not given)
    -3.9% | x | 8.9µM* | x | -14% | x | 23% | 20µM* | x
CCc1ccc(Nc2ccc(C(=O)O)cc2[N+](=O)[O-])cc1
    4.2% | u | 11% | -1% | -8% | i | -7% | -3% | -2.3
CCOc1ccc(-c2cc(C(=O)Nc3cc(OC)c(OC)c(OC)c3)[nH]n2)c(C)c1
    -0.1% | x | 17% | x | x | i | -7% | 0% | -1.1
O=C(c1cc2c(s1)CCCC2)N1CCN(C(=O)C2CCCO2)CC1 (stereo not given)
    -0.7% | -9% | -4% | 0% | 2% | i | -8% | -13% | -2.1
COc1ccccc1CNc1nc(NCCNC(C)=O)c2sccc2n1
    8.1% | x | 33% | x | x | i | -5% | -13% | -0.3
O=c1c(-c2n[nH]c(=S)n2-c2ccccc2)cccn1Cc1cccc(Cl)c1
    -0.2% | 2% | -3% | -5% | -1% | i | 20% | 8% | -9.1
COc1cccc(NS(=O)(=O)c2csc(C(N)=O)c2)c1
    0.2% | u | -1% | 2% | -1% | i | -7% | -34% | -0.3
CC[C@@H]1C=C(C(=O)O)[C@H](c2ccc(Br)cc2)N1S(=O)(=O)c1ccc(C)cc1
    -1.3% | -17% | u | 1% | -1% | i | -4% | 3% | -2.5
COc1ccccc1CNC(=O)COC(=O)c1ccccn1
    0.1% | 5% | 4% | 1% | -4% | i | -7% | 14% | -1.4
Cc1cccc(NC(=O)c2ccc(COc3ccccc3[N+](=O)[O-])o2)n1
    7.9% | -18% | u | -2% | 17% | i | -8% | -26% | 3.3
CSc1ccc(CN2CCC2(C)C(=O)Nc2ccc(C)c(O)c2)cc1 (stereo not given)
    3.8% | x | -21% | x | x | i | -5% | -24% | -2.2
O=S(=O)(NCCc1cn2ccccc2n1)c1ccc(-c2ccccc2)cc1
    0.1% | 21µM* | -1% | 0% | -9% | i | 10% | 1% | 0.6
CCc1ccccc1NC(=O)CN1C(=O)c2ccccc2Sc2ncccc21
    -1.0% | -18% | -23% | x | 3% | x | -22% | -4% | x
O=C(CNC(=O)c1ccc(Br)cc1)NCCc1nc2ccccc2[nH]1
    0.0% | 1% | 5% | 3% | -5% | i | 7% | -17% | -0.3
COc1ccccc1N(C(=O)CN1C(=O)c2ccccc2S1(=O)=O)C(C(=O)NCC1CCCO1)c1ccc(F)cc1 (stereo not given)
    -0.1% | -4% | 0% | 1% | -6% | i | 2% | -1% | -4.0
O=C1CC(c2cccs2)Cc2nc(NC(=O)C3CC3)ncc21 (stereo not given)
    0.2% | -1% | -2% | -1% | -7% | i | 4% | 4% | -2.6
Cc1ccc(Cl)cc1NC(=O)Nc1cccc(OCc2cc(=O)n3ccccc3n2)c1
    0.4% | x | u | x | -5% | x | -16% | -9% | x
Cc1cc(C)nc(-n2nc(C)c3c2N(C)C(=O)CC3c2ccc(Cl)cc2)n1 (stereo not given)
    -0.9% | -2% | 4% | x | 2% | x | -6% | -3% | x
COc1ccc(OC)c(Nc2cc(C)nc3ccccc23)c1
    0.3% | -12% | u | 1% | -14% | i | 14% | -27% | -0.9
COc1ccccc1NC(=O)c1ccc(NC(=O)CSc2nc(N)cc(=O)[nH]2)cc1
    -0.4% | -14% | -4% | -3% | 0% | i | 6% | 2% | 0.1
Cc1ccc2nsnc2c1N
    1.7% | 1% | 12% | -3% | 1% | i | 17% | -19% | 0.3
C[N+]1(CC(=O)Nc2ccccc2Cl)CCN(C(=O)c2cccs2)CC1
    -0.1% | 8% | -7% | 0% | 5% | i | 5% | -1% | -1.0
Cc1cccc(NC(=O)c2cnc3sc(N4CCCC4)nn3c2=O)c1C
    0.4% | u | u | x | 4% | x | -14% | -1% | x
CCn1cc(CN2CCC(n3nccc3NC(=O)c3ccccc3C)CC2)cn1
    -0.3% | 17% | 6% | -3% | -3% | i | 5% | -8% | 0.2
Cc1nn(-c2ccccc2)c(Cl)c1/C=N/Nc1nc2ccccc2[nH]1
    0.4% | 1% | -7% | -1% | -14% | i | -12% | -11% | -0.8

Complete entries as entered above. Values in the order: Nrf2 activator, Nrf2 block, TGFb inhibitor, MmCpn inh, A549 tox, pAkt inh, Abeta yeast res, HepG2 tox, CCT modulator
Cc1cc(C)nc(-n2nc(C)c3c2N(C)C(=O)CC3c2ccc(Cl)cc2)n1 (stereo not given) is listed as -0.9%, -2%, 4%, x, 2%, x, -6%, -3%, x
COc1ccccc1N(C(=O)CN1C(=O)c2ccccc2S1(=O)=O)C(C(=O)NCC1CCCO1)c1ccc(F)cc1 (stereo not given) is listed as -0.1%, -4%, 0%, 1%, -6%, i, 2%, -1%, -4.0
O=C(CNC(=O)c1ccc(Br)cc1)NCCc1nc2ccccc2[nH]1 is listed as 0.0%, 1%, 5%, 3%, -5%, i, 7%, -17%, -0.3

From PubChem BioAssay
